# IMPase inh – qHTS Assay for Identifying the Cell-Membrane Permeable IMPase Inhibitors. Inositol monophosphatase 1 (Rattus norvegicus), P97697. CHO-M1 cells, IP1 accumulation, HTRF TR-FRET ratio. inhibition (IP1 accumulation), % at 46.1 µM. 120,000 tested, under 10 active; active = well fitted curve in the direction sought with a large enough effect in the signal ratio, not every such curve was filed as active; inconclusive = small, poorly fitted or top-dose-only effect, or a change in a side signal; inactive = no such curve, though single readings can be large or run the other way; the % refers to the signal ratio;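 also: cells stimulated with carbachol in lithium chloride buffer; plate controls were DMSO basal wells for no effect and reference inhibitor wells for full effect; higher means more IMPase inhibition seen as more IP1 and lower FRET ratio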
# Target sequence (P97697 whole entry, looked up): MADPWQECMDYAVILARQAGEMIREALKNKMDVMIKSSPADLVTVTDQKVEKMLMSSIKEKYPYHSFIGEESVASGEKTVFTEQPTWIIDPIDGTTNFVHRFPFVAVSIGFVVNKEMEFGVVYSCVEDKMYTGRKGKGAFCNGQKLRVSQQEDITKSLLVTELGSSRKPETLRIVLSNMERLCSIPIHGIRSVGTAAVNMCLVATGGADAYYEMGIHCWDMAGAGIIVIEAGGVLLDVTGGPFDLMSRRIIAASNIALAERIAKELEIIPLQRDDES
#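 The IP-One HTRF competitive assay in carbachol-stimulated CHO-M1 cells quantifies cellular IP1. Compounds spanned up to 46 uM final, and activity is expressed as AC50 from concentration-response fits of the ratio and donor data.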
# ALOX12 inhib – qHTS Assay for Inhibitors of 12-hLO (12-human lipoxygenase). 0.12% of 150,000 active. purified 12-hLO, xylenol orange hydroperoxide absorbance. Potency, µM (titrated, usually from 57.1 µM), for inactives: at the highest dose activity change, negative = inhibition, hits mostly inhibitors. AID 1452, 2008. Polyunsaturated fatty acid lipoxygenase ALOX12 (Homo sapiens), P18054; also: potency is read from the fitted curve at half-maximal effect; nearly all actives have a fitted effect of over 55% in size; many of its hits are not listed in these tables
#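 Purified human 12hLO (150 nM final) was preincubated with compounds for 15 min at room temperature in 25 mM Hepes pH 7.0, 0.01% Triton X-100, then reacted with 40 uM arachidonic acid for 30 min. Hydroperoxide was detected with ferrous iron/xylenol orange.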
# ALOX15B inhib – qHTS Assay for Inhibitors of 15-hLO-2 (15-human lipoxygenase 2); Potency, µM (doses to about 57.1 µM), for inactives: at the top dose activity change, negative = inhibition, actives largely listed as inhibitors; Polyunsaturated fatty acid lipoxygenase ALOX15B (Homo sapiens), O15296; 0.56% of 110,000 active; AID 881, 2007; purified 15hLO-2, xylenol orange hydroperoxide absorbance; also: potency is read from the fitted curve at half-maximal effect; nearly all actives have a fitted effect of over 60% in size; many of its hits are not listed in these tables
# Target sequence (O15296 whole entry, looked up): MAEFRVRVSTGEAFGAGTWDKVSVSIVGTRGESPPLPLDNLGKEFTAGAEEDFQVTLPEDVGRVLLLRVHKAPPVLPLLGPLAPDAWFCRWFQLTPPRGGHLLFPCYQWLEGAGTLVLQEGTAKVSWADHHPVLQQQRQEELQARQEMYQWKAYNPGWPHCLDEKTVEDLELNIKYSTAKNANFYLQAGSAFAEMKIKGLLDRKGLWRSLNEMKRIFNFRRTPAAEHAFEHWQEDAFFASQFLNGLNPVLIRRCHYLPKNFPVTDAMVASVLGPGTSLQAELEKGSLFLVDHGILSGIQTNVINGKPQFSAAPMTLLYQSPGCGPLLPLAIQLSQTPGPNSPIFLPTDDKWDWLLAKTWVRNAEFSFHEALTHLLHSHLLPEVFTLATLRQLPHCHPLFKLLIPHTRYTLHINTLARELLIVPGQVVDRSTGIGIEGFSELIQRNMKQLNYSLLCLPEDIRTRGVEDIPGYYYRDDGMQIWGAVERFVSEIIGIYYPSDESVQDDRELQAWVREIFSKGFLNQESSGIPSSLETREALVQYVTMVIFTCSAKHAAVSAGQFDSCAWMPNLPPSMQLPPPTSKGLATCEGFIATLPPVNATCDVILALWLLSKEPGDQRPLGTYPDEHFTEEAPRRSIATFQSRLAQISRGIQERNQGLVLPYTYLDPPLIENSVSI
#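 Enzyme 50 nM, AA 45 uM, 25 mM Hepes pH 7.5 + 0.01% Triton X-100; cpd preinc 15 min RT, rxn 90 min RT; stop/detect with 200 uM XO + 300 uM Fe(II) in 50 mM H2SO4, 30 min; A573/A405.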
# PNC assembly inh – High Content Assay for Compounds that inhibit the Assembly of the Perinucleolar Compartment | PC3M PTB-GFP, PNC prevalence imaging, 16 h; stronger effect = lower value | activity change (PNC), negative = inhibition, % at 10 µM | 3.1% of 140,000 active | AID 2417, 2010;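 active = readout at or below -70, meaning at least 70% loss of cells showing the perinucleolar compartment, a nuclear body marking cancer cells; inconclusive = readout between -30 and a set limit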;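 also: plate controls were DMSO wells for no effect and camptothecin positive control wells for full effect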
#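 PC3M cells stably expressing PTB-GFP, 750–1000 cells/well, treated 16 h at 37 °C with compound (23 nl of library stock), in duplicate. After paraformaldehyde fixation and Hoechst stain, imaged at 20x; PNC prevalence scored by image analysis.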
# Starred values were filed as active, the others as inactive; ? = inconclusive; nt = not tested or not shown; [ ] = another dose, or the depositor's remark. Unless noted, calls follow the shape of the dose curve; as a rule, active = well fitted curve in the direction sought with a large enough effect; inconclusive = small, poorly fitted or top-dose-only effect, or another doubt; inactive = no such curve, though single readings can be large; an effect the other way counts as inactive or inconclusive. Unless noted, % is scaled to controls: 0 for no effect and ±100 for the full control effect.
IMPase inh	ALOX12 inhib	ALOX15B inhib	PNC assembly inh	SMILES
-8	-2%	1%	17	CCCCC(=O)N1CCCC(C(=O)OCC)C1 (stereo unspecified)
9	-1%	-5%	11	COc1ccccc1CNC(=O)c1cnc2sccn2c1=O
22	-3%	10%	16	Cc1csc2nc(CSc3nc4ccccc4o3)c(Br)n12
0	-8%	16%	-13	CC1CCCC(C)N1C(=O)Cn1c(SCC(=O)NCc2ccc3c(c2)OCO3)nc2ccccc21 (stereo unspecified)
-3	1%	-5%	?	CCN(CC)c1ccc2c(C)c(CN3CCOCC3)c(=O)oc2c1
-5	-6%	nt	?	Nc1ncnc(Sc2ccccc2)c1[N+](=O)[O-]
?	2%	-5%	-16	CCCc1cc(=O)n2[nH]c(NCc3ccccc3F)nc2n1
3	0%	-23%	124	CCOC(=O)c1nnn(-c2nc(N3CCCC3)nc(N3CCCC3)n2)c1-c1ccccc1
6	5%	nt	48	CN1/C(=C/C(=O)c2ccc(Cl)cc2)Sc2cc3c(cc21)OCO3
8	13%	nt	-5	CCOC(=O)c1c(C)nc2sc3c(=O)n(-c4ccc(OC)cc4)cnc3c2c1-c1ccc(OC)cc1
-4	-4%	-11%	61	CCCN1C(=O)c2ccc(C(=O)NCc3ccco3)cc2C1=O
4	-2%	-4%	-5	CCOC(=O)c1cc(=O)n2nc(-c3ccccc3F)nc2s1
nt	-24%	nt	-7	Cc1ccc(/C=C/C(=O)c2ccccc(=O)c2O)cc1C
?	5%	nt	22	Cc1ccc(S(=O)(=O)Cc2nc3ccccc3c(=O)[nH]2)cc1
nt	-4%	nt	?	COc1ccc(C(=O)c2c[nH]cc2-c2ccccc2)cc1
3	-2%	3%	-9	O=C(OCC(=O)N1CCOCC1)c1ccc[nH]c1=O
8	0%	3%	40	CCOC(=O)CSc1nc2sc(C)c(C)c2c(=O)[nH]1
-1	-2%	-1%	36	CCN(c1ccccc1)S(=O)(=O)c1ccc2[nH]cc(C(=O)NCCOC)c(=O)c2c1
-5	6%	5%	?	O=C(Nc1cccc(Cl)c1)c1ccc(-n2cncn2)c([N+](=O)[O-])c1
nt	-1%	nt	18	Cc1n[nH]c(=S)n1-c1cccc(Cl)c1
nt	-4%	nt	60	O=C(NNc1nc(-c2ccccc2)c2cc(Br)ccc2n1)c1ccc(S(=O)(=O)N2CCOCC2)cc1
1	-4%	1%[2.29 µM]	47	O=C(NCc1ccco1)c1ccccc1NS(=O)(=O)c1cccs1
1	-19%	-12%	?	CCCCC(=O)NC(c1ccc(OC)c(OC)c1)c1c(O)ccc2ccccc12 (stereo unspecified)
11	1%	39%[activator]	24	CCOc1cc(CNCCCN2CCOCC2)ccc1OCC(=O)Nc1cccc2ccccc12
1	0%	17%	-26	Clc1cccc(Cl)c1Cn1cnc2c(N3CCCCCC3)ncnc21
4	2%	4%	-8	Cc1ccsc1C(=O)OCC(=O)NCC1CCCO1 (stereo unspecified)
nt	-2%	nt	-119*	CC(=O)O[C@H]1C2OC(=O)C(C)=C2[C@@H]2OC(=O)[C@]3(CCC4OC41C)OC23 (stereo partly specified)
4	-1%	-5%	6	NC(=O)CSc1nnc(Cc2cccs2)n1C1CCCCC1
-2	14%	9%	-18	O=C1c2ccccc2C2NC(=O)C3(CCCCC3)N12 (stereo unspecified)
2	-5%	5%	-81*	NC(=O)CSc1nnc2n(-c3ccccc3)c(=O)c3c4c(sc3n12)CCCCC4
7	-5%	5%	?	O=C1CC(N2CCN(Cc3ccc4c(c3)OCO4)CC2)C(=O)N1CCc1ccccc1 (stereo unspecified)
-6	3%	nt	35	COc1ccc(-c2nn(CCC(=O)O)cc2/C=C2\SC(N)=NC2=O)cc1
16	-1%	-4%	-24	O=C(CCC1CCCC1)Nc1ccon1
-1	-1%	-3%	nt	CC/C=C\C[C@H]1C(=O)CC[C@@H]1CC(=O)O
3	9%	-16%	?	CCCOc1ccc(OCC(=O)c2[nH]c(C)c(C(C)=O)c2C)cc1
nt	2%	nt	-106*	CCN(CC)S(=O)(=O)c1ccc(C2=NOC3(C2)N(C)c2ccccc2C3(C)C)cc1 (stereo unspecified)
0	-18%	-11%	-19	Cc1ccc(S(=O)(=O)c2nc(-c3cccs3)oc2SCC(N)=O)cc1
6	-8%	-1%	?	CC(C)NC(=O)CCCc1cn(C)c2ccccc12
1	-4%	-3%	31	CCn1cc(C(=O)NCC2CCCO2)c(=O)c2cc(F)c(N3CCN(C)CC3)cc21 (stereo unspecified)
6	-25%	nt	-8	N#C/C(=C\c1c(N(Cc2ccccc2)Cc2ccccc2)nc2ccccn2c1=O)C(N)=O
3	0%	nt	13	CCN1CCN(C(=O)c2ccc3c(=O)n(CCC4=CCCCC4)c(=O)[nH]c3c2)CC1
9	-4%	-7%	-119*	Cc1ccc(C)c(NC(=O)CSc2nnc([C@@H]3CCCN3C(=O)OC(C)(C)C)o2)c1
23	-2%	-5%	-14	CC(=O)OC(C(=O)NCc1ccco1)c1ccncc1 (stereo unspecified)
8	0%	2%	?	CCCOc1ccc2oc(=O)c3c(c2c1)CCCN3C(=O)CN1CCN(c2ncccn2)CC1
1	-12%	-5%	-19	CCOC(=O)C1=C(C)NC(=O)NC1c1ccccc1OCc1c(F)cccc1Cl (stereo unspecified)
0	3%	nt	15	COc1ccc(CNC(=O)c2onc(C)c2Cl)cc1
nt	0%	nt	19	Cc1ccc(C(=O)COC(=O)c2ccc3c(c2)C(=O)N(c2cccc4ncccc24)C3=O)cc1
6	-1%	-5%	17	CCn1c(SCC(=O)NC(=O)Nc2ccc3c(c2)OCCO3)nnc1-c1cccs1
-3	-27%	nt	28	S=C1NCCc2ccccc2C1c1ccccc1Cl (stereo unspecified)
1	-2%	nt	31	Cc1ccc(-n2c(SCC(=O)N3Cc4ccccc4CC3C(=O)O)nnc2-c2cccnc2)c(C)c1 (stereo unspecified)
5	-4%	4%	17	O=C(CCN1C(=O)c2ccccc2C1=O)NCc1ccco1
nt	1%[0.00818 µM]	11%[0.0915 µM]	nt	COc1ccc(-c2cc(=O)c3ccc(F)cc3[nH]2)cc1
nt	-5%	nt	4	O=C(Cc1ccc([N+](=O)[O-])cc1)N1CCc2ccccc2C1
0	-1%	35%[activator]	-8	Cc1cccc(NC(=S)NNC(=O)c2ccc(Br)o2)c1
2	-7%	-2%	-21	COc1cc(NC(=O)CSc2nccc(C)n2)c(C(=O)O)cc1OC
nt	0%	nt	?	CC(=O)NCCCCCCNC(C)=O

# Next section
IMPase inh	ALOX12 inhib	ALOX15B inhib	PNC assembly inh	SMILES
9	-2%	-1%	51	COC(=O)c1cccc(-n2nnnc2SCC(=O)Nc2cc(C)on2)c1
-14	-6%	-5%	-11	CC1(C)CC(=O)C(Sc2nnc(-c3ccc(NS(C)(=O)=O)cc3)n2Cc2ccco2)C(=O)C1
nt	-1%	nt	?	Nc1nc(F)nc2c1ncn2[C@@H]1O[C@H](CO)[C@@H](O)[C@@H]1O
1	-22%	?	?	CCOC(=O)C1=C(N)n2c(s/c(=C/c3ccco3)c2=O)=C(C(=O)OC)C1c1ccco1 (stereo unspecified)
20	-10%	-2%	-9	CC(=Nc1ccc(C)cc1)c1sc2ccccc2c1O
5	-18%	22%	17	Cc1cc(C)nc(NC(=NCc2ccc3c(c2)OCO3)NC(=O)Nc2ccccc2)n1
-4	-1%	8%	89	Cc1ccc(N(CC(=O)NC2CCCCC2)C(=O)c2ccc(C)s2)cc1
0	8%	-17%	25	O=C1/C(=C/c2ccccc2)Nc2ccccc21

# Reformatted with values under each structure: part of the list above
# Under each structure: IMPase inh	ALOX12 inhib	ALOX15B inhib	PNC assembly inh
O=C(CCN1C(=O)c2ccccc2C1=O)NCc1ccco1
 : 5	-4%	4%	17
COc1ccc(-c2cc(=O)c3ccc(F)cc3[nH]2)cc1
 : nt	1%[0.00818 µM]	11%[0.0915 µM]	nt
O=C(Cc1ccc([N+](=O)[O-])cc1)N1CCc2ccccc2C1
 : nt	-5%	nt	4
Cc1cccc(NC(=S)NNC(=O)c2ccc(Br)o2)c1
 : 0	-1%	35%[activator]	-8
COc1cc(NC(=O)CSc2nccc(C)n2)c(C(=O)O)cc1OC
 : 2	-7%	-2%	-21
CC(=O)NCCCCCCNC(C)=O
 : nt	0%	nt	?
COC(=O)c1cccc(-n2nnnc2SCC(=O)Nc2cc(C)on2)c1
 : 9	-2%	-1%	51
CC1(C)CC(=O)C(Sc2nnc(-c3ccc(NS(C)(=O)=O)cc3)n2Cc2ccco2)C(=O)C1
 : -14	-6%	-5%	-11
Nc1nc(F)nc2c1ncn2[C@@H]1O[C@H](CO)[C@@H](O)[C@@H]1O
 : nt	-1%	nt	?
CCOC(=O)C1=C(N)n2c(s/c(=C/c3ccco3)c2=O)=C(C(=O)OC)C1c1ccco1 (stereo unspecified)
 : 1	-22%	?	?
CC(=Nc1ccc(C)cc1)c1sc2ccccc2c1O
 : 20	-10%	-2%	-9
Cc1cc(C)nc(NC(=NCc2ccc3c(c2)OCO3)NC(=O)Nc2ccccc2)n1
 : 5	-18%	22%	17
Cc1ccc(N(CC(=O)NC2CCCCC2)C(=O)c2ccc(C)s2)cc1
 : -4	-1%	8%	89
O=C1/C(=C/c2ccccc2)Nc2ccccc21
 : 0	8%	-17%	25

# Next part.
IMPase inh	ALOX12 inhib	ALOX15B inhib	PNC assembly inh	SMILES
1	3%	3%	2	COc1cccc(OC)c1C(=O)N1CC(C)OC(C)C1 (stereo unspecified)
18	-2%	4%	-11	COc1cccc2c1OC1(C)CC2NC(=O)N1c1cccc(C(=O)N2CCN(c3ccccn3)CC2)c1 (stereo unspecified)
nt	-5%	nt	39	O=C1c2cccnc2Oc2ccc(Cl)cc2N1Cc1ccc(F)cc1
3[1.84 µM]	-1%	7%[11.4 µM]	?	O=S1(=O)C=CC(N2CCOCC2)C1 (stereo unspecified)
nt	1%	nt	22	CN(C)S(=O)(=O)c1ccc(C(=O)NCCSc2ccc(Br)cc2)cc1
14	-5%	-7%	61	Cc1cc(C)c(C(=O)/C=C/c2ccc(C(C)C)cc2)c(=O)[nH]1
2	-4%	-2%	-23	COCC(=O)Nc1cc(C(=O)Nc2ccccc2C)ccc1Cl
-12	-3%	-5%	?	CSc1nc(N(C)NC(=O)c2cccc(C)c2)c2ccccc2n1
nt	-1%	-3%	nt	CCC1=C(OC(=O)N(CC)CC)N2C(=O)OC(=NCC3CC3)[C@]2(C)[C@H]2C1=CC[C@H]1C(=O)N(C)C(=O)[C@H]12
13[1.84 µM]	2%	2%[11.4 µM]	43	Cc1ncc(N=Nc2ccc(F)cc2)c(-c2ccc(Cl)cc2)n1
-4	2%	-17%	52	CCN=C(N/N=C/c1ccc([N+](=O)[O-])cc1)SC
nt	3%	nt	17	COc1ccc(C(=O)Nc2sc(C)c(C)c2CN2CCOCC2)cc1
0	-2%	-5%	-24	O=C(O)C1C(c2ccccc2)C(C(=O)Oc2ccc(O)cc2)C1c1ccccc1 (stereo unspecified)
6	2%	1%	19	CC(=O)Nc1cccc(-c2nnc(SCc3ccccc3C#N)n2C)c1
-4	3%	nt	-23	O=c1cc(Nc2ccc3c(c2)OCCO3)[nH]c(=O)n1C1CCCCC1
1	-1%	nt	-2	Cc1nc2ccc(NC(=O)c3cc([N+](=O)[O-])cc([N+](=O)[O-])c3Cl)cc2s1
-1	-1%	4%	3	Cc1ccc(C2(C)NC(=O)N(CC(=O)NCCC3=CCCCC3)C2=O)cc1 (stereo unspecified)
